From PubChem BioAssay
ALOX15B inhib: inhibitors of human 15-lipoxygenase 2 (ALOX15B); O15296; purified 15hLO-2, xylenol orange hydroperoxide absorbance; Potency, µM (titrated, usually from 57.1 µM), for inactives: at the top dose activity change, negative = inhibition, most hits filed as inhibitors; actives 0.56% (n = 110,000); note: potency is the fitted concentration of half-maximal effect; nearly all actives have a fitted effect of over 60% in size; many of its hits are not listed in these tables
Target sequence (O15296 whole entry, looked up): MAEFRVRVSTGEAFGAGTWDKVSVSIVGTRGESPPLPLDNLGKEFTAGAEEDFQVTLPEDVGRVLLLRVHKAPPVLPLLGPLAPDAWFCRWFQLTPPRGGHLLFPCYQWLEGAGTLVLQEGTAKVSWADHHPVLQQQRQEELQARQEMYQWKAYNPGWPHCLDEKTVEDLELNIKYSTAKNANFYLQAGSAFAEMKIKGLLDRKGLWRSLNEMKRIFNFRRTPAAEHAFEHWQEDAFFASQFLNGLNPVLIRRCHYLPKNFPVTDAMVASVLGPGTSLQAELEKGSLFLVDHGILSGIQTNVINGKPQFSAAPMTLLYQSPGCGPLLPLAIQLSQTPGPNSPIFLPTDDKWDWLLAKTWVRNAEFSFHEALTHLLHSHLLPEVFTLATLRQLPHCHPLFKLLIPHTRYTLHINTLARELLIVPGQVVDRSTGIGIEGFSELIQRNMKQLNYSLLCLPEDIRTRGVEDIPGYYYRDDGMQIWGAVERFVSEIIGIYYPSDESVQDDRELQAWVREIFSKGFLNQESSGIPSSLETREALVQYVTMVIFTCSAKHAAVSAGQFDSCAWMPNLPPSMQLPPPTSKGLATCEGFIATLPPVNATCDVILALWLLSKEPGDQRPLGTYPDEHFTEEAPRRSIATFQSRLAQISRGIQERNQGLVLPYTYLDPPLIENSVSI
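Read-out: hydroperoxide product oxidises ferrous iron, measured as xylenol orange complex via the 573-to-405 nm absorbance ratio after 30 min. Reaction: 50 nM enzyme, 15 min compound preincubation, 45 uM arachidonic acid, 90 min RT, Hepes pH 7.5 with Triton X-100.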
12-hLO inh: inhibitors of human 12-lipoxygenase (ALOX12); P18054; purified 12-hLO, xylenol orange hydroperoxide absorbance; Potency, µM (doses to about 57.1 µM), for inactives: at the highest dose activity change, negative = inhibition, hits mostly inhibitors; actives 0.12% (n = 150,000); note: potency is the fitted concentration of half-maximal effect; nearly all actives have a fitted effect of over 55% in size; many of its hits are not listed in these tables
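Hydroperoxide output read as Fe(III)-xylenol orange absorbance, 573-to-405 nm ratio, after 30 min reaction with 40 uM arachidonic acid. Enzyme: 150 nM purified human 12hLO, 15 min compound preincubation; 25 mM Hepes pH 7.0, room temperature.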
PNC inhibitor: perinucleolar compartment assembly inhibition | activity change (PNC), negative = inhibition, % at 10 µM | PC3M PTB-GFP, PNC prevalence imaging, 16 h; hits give low values | actives 3.1% (n = 140,000);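 active = readout at or below -70, meaning at least 70% loss of cells showing the perinucleolar compartment, a nuclear body marking cancer cells; inconclusive = readout between -30 and a set limit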;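 note: plate controls were DMSO wells for no effect and camptothecin positive control wells for full effect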
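Read-out is percentage of cells bearing a perinucleolar compartment, from automated 20x imaging of fixed, Hoechst-stained PC3M PTB-GFP cells. Cells were seeded 4 h, then exposed 16 h to compound (23 nl of library stock) in duplicate plates.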
IMPase inh: IMPase inhibition in cells; 120,000 tested, under 10 active; CHO-M1 cells, IP1 accumulation, HTRF TR-FRET ratio; inhibition (IP1 accumulation), % at 46.1 µM; active = well fitted curve in the direction sought with a large enough effect in the signal ratio, not every such curve was filed as active; inconclusive = small, poorly fitted or top-dose-only effect, or a change in a side signal; inactive = no such curve, though single readings can be large or run the other way; the % refers to the signal ratio;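 note: cells stimulated with carbachol in lithium chloride buffer; plate controls were DMSO basal wells for no effect and reference inhibitor wells for full effect; higher means more IMPase inhibition seen as more IP1 and lower FRET ratio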
Target sequence (P97697 whole entry, looked up): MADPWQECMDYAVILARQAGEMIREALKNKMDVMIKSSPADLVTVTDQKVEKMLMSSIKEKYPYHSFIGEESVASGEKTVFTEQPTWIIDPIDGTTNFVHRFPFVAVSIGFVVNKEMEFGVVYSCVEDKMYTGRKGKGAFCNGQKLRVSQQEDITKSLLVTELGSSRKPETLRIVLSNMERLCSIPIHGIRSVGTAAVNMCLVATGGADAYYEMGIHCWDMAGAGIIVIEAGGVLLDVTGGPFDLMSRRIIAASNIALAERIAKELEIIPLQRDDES
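Measured: the HTRF emission ratio (665/620 nm) plus the 620 nm donor channel, each fitted to the Hill equation to give AC50. Cells were CHO-M1 given compounds up to 46 uM and a 30 min carbachol stimulation at 37C.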
* marks the source's active call; other numbers are inactive results; ? = inconclusive; / = no result given; & = joins results of further samples; [ ] = another dose, or the depositor's remark. Unless noted, calls come from the whole dose curve; as a rule, active = well fitted curve in the direction sought with a large enough effect; inconclusive = small, poorly fitted or top-dose-only effect, or another doubt; inactive = no such curve, though single readings can be large; an effect the other way counts as inactive or inconclusive. Unless noted, % is set by controls: 0 for no effect and ±100 for the full control effect. An excerpt. The share of hits here may be higher or lower than overall.

SMILES	ALOX15B inhib	12-hLO inh	PNC inhibitor	IMPase inh
C[C@@H]1[C@H]2C=C[C@@H]1[C@@H](c1c3ccc(=O)c(O)c-3oc3c(O)c(O)ccc13)[C@@H]2C(=O)O	?	-23%[11.4 µM]	/	/
CCc1cccc(CC)c1N(COC)C(=O)CCl	-2%	3%	/	/
CCCCn1c(O)c(C(CC)=NCCN2CCOCC2)c(=O)[nH]c1=O	-12%	-5%	0	6
c1cnc(N2CCCC3(CCNCC3)C2)nc1	2%	-1%	/	/
Cc1cccc(-n2c(C)nc3ccccc3c2=O)n1	/	4%	71	-7
Oc1cc2c(cc1O)[C@H]1c3ccccc3CN[C@H]1CC2	6.3µM*	-10%	/	-1
CC(C)[C@@H](Br)C(=O)NCC(=O)O	-3%[11.4 µM]	3%[11.4 µM]	/	/
CCOc1ccc(Cn2c(=O)oc3ccc(C)cc32)cc1OC	-4%	-4%	-29	?
O=C(Cc1ccc(Br)cc1)N1CCN(Cc2ccccc2)CC1	-3%	-15%	9	2
CC(C)n1c(=O)c(C=Nc2ccc(F)cc2)c(O)n(Cc2ccco2)c1=O	/	-3%	?	/
Cn1c(O)c(C=NCCN2CCNCC2)c(=O)n(C)c1=O	/	-3%	17	5[0.0738 µM]
CN1C(=O)/C(=C\c2ccc(N3CCCCC3)o2)C(=O)NC1=S	-7%	0%	?	3
COc1cc(OC)cc(-n2nc(C(=O)N3CCC4(CC3)OCCO4)c3ccccc3c2=O)c1	3%	-5%	?	-4
COc1ccc(CNCC(=O)N2CCC3(CC2)OCCO3)cc1	-13%	-6%	-13	-3
O=P(Nc1ccccc1Cl)(c1ccccc1)c1nc2c(s1)CCCC2 (stereo not drawn)	-4%	-24%	47	3

Single records, from the list above:
Results for CCc1cccc(CC)c1N(COC)C(=O)CCl → ALOX15B inhib = -2%; 12-hLO inh = 3%; PNC inhibitor = /; IMPase inh = /
Results for Cc1cccc(-n2c(C)nc3ccccc3c2=O)n1 → ALOX15B inhib = /; 12-hLO inh = 4%; PNC inhibitor = 71; IMPase inh = -7
Results for c1cnc(N2CCCC3(CCNCC3)C2)nc1 → ALOX15B inhib = 2%; 12-hLO inh = -1%; PNC inhibitor = /; IMPase inh = /

Later entries
SMILES	ALOX15B inhib	12-hLO inh	PNC inhibitor	IMPase inh
CCCCc1nc2ccccc2c(=O)n1-c1ccc(O)cc1	/	3%	240	5
COC(=O)CN1C(=O)C2(C(C(=O)OC)=C(N)Oc3ccccc32)C2=C1CC(C)(C)CC2=O (stereo not drawn)	-3%	3%	24	2
Clc1ccccc1CN1CCN(c2ccccc2Cl)CC1	6%	-1%	?	15
c1cc2c(cc1C1OC[C@@H]3C(c4ccc5c(c4)OCO5)OCC13)OCO2 (stereo partly drawn)	?	0%	/	/
Fc1ccc(CCNCc2cccc(Cl)c2)cc1	24%	-2%	1	6
O=C1CC(N2CCC(n3c(=O)[nH]c4ccccc43)CC2)C(=O)N1Cc1ccccc1 (stereo not drawn)	-13%	-17%	?	0
NC(=O)c1ccc(C(=O)Nc2ccc([As](=O)(O)O)cc2)cc1	-5%[11.4 µM]	5%[11.4 µM]	/	/
CCOc1ccccc1N=C1SCCCN1C	-11%	-4%	4	-13
CCOc1ccc2nc(N3CCC(C(=O)N4CCC5(CC4)OCCO5)CC3)sc2c1	1%	3%	-103*	1
O=C(CN1CCN(Cc2cccc(Cl)c2)C1=O)N1CCC2(CC1)OCCO2	-1%	-1%	-7	0
FC(F)(F)C1=NC(C(F)(F)F)=NP(N2CCOCC2)(N2CCOCC2)=N1	-4%	3%	11	-7
O=C(O)C12C3CCCC1C32c1ccccc1 (stereo not drawn)	2%	-1%	26	9
OCCOc1ccccc1	-7%	-2%	/	/
OC(Cc1ccccc1)(c1ccccc1)C1CN2CCC1CC2 (stereo not drawn)	24%	3%	25	12
COc1cc2c(cc1OC)[C@]13CCN4CC5=CCOC6CC(=O)N2[C@@H]1[C@@H]6C5C[C@@H]43 (stereo partly drawn)	7%	0%	/	-2
C[C@@H]1O[C@H](O[C@@H]2CC[C@@]3(C=O)[C@H]4CC[C@@]5(C)[C@@H](C6=CC(=O)OC6)CC[C@@]5(O)[C@@H]4CC[C@]3(O)C2)C[C@H](O)[C@@H]1O	1%[25.6 µM]	-2%[25.6 µM]	/	5[20.6 µM]
C/C(=C\[C@@H](N)C(=O)O)CP(=O)(O)O	20%	-2%	/	1
CCN1C[C@@]2(C)CC[C@@H](OC)[C@@]34C2C(O)[C@@]2(OCO[C@]25CC(OC)C2C[C@@]3(O)C5C2O)C14 (stereo partly drawn)	-9%	2%	/	/
CC(C)C12CN3CC(C(C)C)(CN(C1)C3c1cccnc1)C2=O (stereo not drawn)	4%	5%	43	-14
O=Cc1ccc(Cl)cc1Cl	-11%	-3%	/	/
C[C@@]12Cc3cnc(-c4ccccc4)nc3C[C@@H]1CC[C@@H]1[C@H]3CC[C@@](C)(O)[C@]3(C)CC[C@@H]12	-1%[11.4 µM]	1%[11.4 µM]	/	/
CCN1C(=O)/C(=C/c2ccc3c(c2)CCN3CCCCl)C(=O)NC1=S	/	-28%	-99*	/
CC(C)CNC(=O)c1c(N)n(Cc2ccc3c(c2)OCO3)c2nc3ccccc3nc12	-5%	-4%	17	-3
CC(C)NC(C)C	-6%	-1%	/	/
COc1ccc(CCNCc2ccc(F)cc2)cc1OC	13%	7%	-106*	-3
O=S(=O)(Nc1nccs1)c1ccc([As](=O)(O)O)cc1	-10%[11.4 µM]	4%[11.4 µM]	/	/
COc1cccc(NP(=O)(Oc2ccccc2)Oc2ccccc2)c1	/	-1%	-9	26
CN1C(=O)C(=Cc2ccc(-c3cccc(Cl)c3)o2)C(=O)N(C)C1=O	/	0%	-8	/
COc1ccc(C2N3CC(C)(C)CN23)cc1 (stereo not drawn)	/	-2%	58	/
CC(C)(C)c1ccc(CN2C(=O)CN=C(c3ccccc3)c3ccccc32)cc1	-6%	-6%	13	11
Cc1ccc(C2(c3ccc(C)c(O)c3C)CCN(C)CC2)c(C)c1O	-5%[11.4 µM]	3%[11.4 µM]	/	/
O=C(Cn1ncc2ccccc21)N1CCC2(CC1)OCCO2	8%	0%	?	-3
COc1ccc(CCNCc2ccncc2)cc1	-16%	-8%	-3	3
O=C1CS[C@@H](c2ccccc2Cl)c2cc(Cl)ccc2N1	-15%	-10%	/	2
Oc1ccc(Cl)cc1CN1CCN(Cc2ccccc2)CC1	15%	-2%	-11	-1
O=[As](O)(O)c1ccc(NCc2ccccc2)cc1	-7%[11.4 µM]	-2%[11.4 µM]	/	/
Cc1nnc(SCc2nc3ccccc3c(=O)n2-c2ccccc2Cl)n1N	-1%	1%	?	-5
c1ccc(N2CCC3(CCNCC3)CC2)cc1	22%	1%	/	/
COc1cc(CCN)ccc1O	-2%	-4%	/	1
Cc1nn(Cc2ccccc2)c(Cl)c1C(=O)Nc1ccc(OC(F)(F)F)cc1	/	1%	-14	5
O=C(CCCN1CCC2(CC1)C(=O)NCN2c1ccccc1)c1ccc(F)cc1	33%[activator]	-7%	?	6
Cc1ccc(N2C(=O)NC(=O)/C(=C\c3cnc(-c4ccccc4)nc3)C2=O)cc1	/	-10%	13	-2
CC(C)(c1ccc(OCC2CO2)cc1)c1ccc(OCC2CO2)cc1 (stereo not drawn)	-7%	-1%	/	/
CC(=NCc1cccnc1)c1c(O)n(-c2ccc(C)cc2)c(=O)[nH]c1=O	-6%	1%	?	4
Cn1c(O)c(/C=C/C=Nc2ccccc2)c(=O)n(C)c1=S	/	-1%	-17	1
CCOC(=O)c1c(N)n(Cc2ccco2)c2nc3ccccc3nc12	5%	-21%	4	-2
CN(C)C(=O)Oc1ccc(OCc2n(C)c3ccccc3[n+]2C)cc1	/	-4%	22	/
O=c1cccc2n1CC1CC2CN(c2ncnc3c2cnn3-c2ccccc2)C1 (stereo not drawn)	2%	5%	-20	-2
CC1(C)C2CC=C(CN3CCOCC3)C1C2 (stereo not drawn)	0%	5%	40	1
CCOC(=O)c1c(C)n(Cc2ccccc2)c2ccc(OCC(O)Cn3nc(C)nc3C)cc12 (stereo not drawn)	8%	6%	-24	2
Cc1ccc2c(c1)C1CN(C)CCC1N2C(=O)Cc1cccs1 (stereo not drawn)	8%	1%	44	6
CCN1CCN(CC(=O)c2c(C)n(Cc3ccccc3)c3ccc(OC)cc23)CC1	44%[activator]	-1%	0	3
Oc1ccc(Cl)cc1	2%	2%	/	/
COC(=O)C1C(OC(=O)c2ccccc2)CC2CCC1N2C (stereo not drawn)	15%[0.0915 µM]	-1%[0.00818 µM]	/	/
CC[n+]1c(-c2ccccc2)c2cc(N)ccc2c2ccc(N)cc21	-11%[0.0915 µM]	0%[0.00818 µM]	/	/
CN(C(=O)Cc1ccc(Cl)c(Cl)c1)[C@@H](CN1CCCC1)c1cccc(OCC(=O)O)c1	13%&-3%	-2%&-5%	/	0&0
O=C1CC[C@@]2(O)[C@H]3Cc4ccc(O)c5c4[C@@]2(CCN3CC2CC2)[C@H]1O5	/	-1%	8	/
O=c1[nH]c(=O)n(-c2cccc(Cl)c2)c(O)c1/C=N/c1ccccn1	2%	-5%	-11	3
CC[N+](CC)(CC)CCCOC(=O)C(O)(c1ccccc1)C1CCCCC1 (stereo not drawn)	4%	0%	?	21
CC1=CC(=O)C2=C(C)C[C@H](O)[C@H]3[C@H](C)C(=O)O[C@@H]3C12 (stereo partly drawn)	-1%	-2%	/	0

3 entries from above in another layout:
The line under a structure holds: ALOX15B inhib, 12-hLO inh, PNC inhibitor, IMPase inh
O=c1cccc2n1CC1CC2CN(c2ncnc3c2cnn3-c2ccccc2)C1 (stereo not drawn)
  2%, 5%, -20, -2
CN(C)C(=O)Oc1ccc(OCc2n(C)c3ccccc3[n+]2C)cc1
  /, -4%, 22, /
CCOC(=O)c1c(N)n(Cc2ccco2)c2nc3ccccc3nc12
  5%, -21%, 4, -2

Remaining list, next part
SMILES	ALOX15B inhib	12-hLO inh	PNC inhibitor	IMPase inh
C=C[C@H]1CN2CCC1C[C@@H]2C(O)c1ccnc2ccccc12 (stereo partly drawn)	2%	-2%	/	3
COc1cccc(-c2cc(C(F)(F)F)n3nc(C(=O)N4CCC5(CC4)OCCO5)cc3n2)c1	-8%	-6%	-19	-1
Fc1ccc(C(OCCN2CCCC2)c2ccc(Br)cc2)cc1 (stereo not drawn)	/	2%	-1	/
C=C1C/C(=C\C)C(=O)O[C@@H]2CCN3CC=C(COC(=O)[C@@]1(C)O)[C@H]23	3%[25.6 µM]	1%[25.6 µM]	/	-5[20.6 µM]
O=C1C(=O)c2cccc3cccc1c23	/	0%	31	/
Cc1cc(C)cc(N2C(=O)NC(=O)/C(=C\C=C\c3ccco3)C2=O)c1	/	-28%	51	/
CC[N@+]1(C)CCC[C@@H](OC(=O)C(O)(c2ccccc2)c2ccccc2)C1	8%[25.6 µM]	0%[25.6 µM]	/	17[20.6 µM]
CC(C)Cc1nnc(NC(=O)CCC(=O)N2CCN(CCOC(c3ccccc3)c3ccccc3)CC2)s1	/	-3%	12	-1
CN1C(=O)N(C)C(=O)C2(Cc3c(nc4ccccn4c3=O)N3CCC(Cc4ccccc4)CC32)C1=O (stereo not drawn)	-6%	5%	30	-3
CCNC(C)(C)[C@@H](SS)c1ccc(Br)cc1	-23%[11.4 µM]	-3%[11.4 µM]	/	/
CCC(C)(C)n1nnnc1C(c1cccs1)N1CC=C(c2ccc(F)cc2)CC1 (stereo not drawn)	-8%	-15%	47	8
ClCCNc1nc2ccc(Cl)cc2[nH]1	?	-1%	13	2
N=c1c2c(n(Cc3ccc(Cl)cc3Cl)c3c1CCC3)CCCC2	8%	-4%	27	5
O=C1NC(=O)C(C/C=C/c2ccccc2)C(=O)N1	-4%	-2%	-11	-3
c1cc(CCN2CCCCC2)ccn1	2%[11.4 µM]	-4%[11.4 µM]	/	/
